# Bioassay records deposited in PubChem BioAssay by several laboratories.
# rCAG binder: binders of r(CAG) RNA repeats, primary screen, biochemical, fluorescence. inhibition, % at 3 µM. r(CAG) RNA repeat, TO-PRO-1 dye displacement fluorescence. 370,000 compounds, 1.3% hits. AID 651821, 2012;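 active = inhibition above the plate cutoff, the mean of all test compounds on that plate plus 3 SD, cut at about 35% in these data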;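 also: 0% = DMSO alone and 100% = 100 µM mitoxantrone as full dye displacement; higher means more dye released from RNA so lower well fluorescence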
# PG9 binder: binders of HIV-1 gp120 antibody PG9, primary screen, biochemical, TR-FRET; inhibition, % at 6.7 µM; 360,000 compounds, 0.43% hits; TR-FRET gp120-PG9 antibody binding; HIV-1 gp120 / PG9 antibody interaction; AID 624416, 2012; in the data active = inhibition above about 8.5%
# Rev-erbA mod: modulators of Rev-erb alpha DNA binding, primary screen, biochemical, FITC-DNA, fluorescence polarization, uHTS; Nuclear receptor subfamily 1 group D member 1 (Homo sapiens), P20393; Rev-erbα–FITC-DNA binding, 90 min; activity, % at 10 µM; 370,000 compounds, 0.79% hits;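 active = activity above about 14%, limit read from the data; passing the limit was not always enough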;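 also: 0% = DMSO wells with 35 nM protein and 100% = DMSO wells with 750 nM protein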
# Target sequence (P20393 whole entry, looked up): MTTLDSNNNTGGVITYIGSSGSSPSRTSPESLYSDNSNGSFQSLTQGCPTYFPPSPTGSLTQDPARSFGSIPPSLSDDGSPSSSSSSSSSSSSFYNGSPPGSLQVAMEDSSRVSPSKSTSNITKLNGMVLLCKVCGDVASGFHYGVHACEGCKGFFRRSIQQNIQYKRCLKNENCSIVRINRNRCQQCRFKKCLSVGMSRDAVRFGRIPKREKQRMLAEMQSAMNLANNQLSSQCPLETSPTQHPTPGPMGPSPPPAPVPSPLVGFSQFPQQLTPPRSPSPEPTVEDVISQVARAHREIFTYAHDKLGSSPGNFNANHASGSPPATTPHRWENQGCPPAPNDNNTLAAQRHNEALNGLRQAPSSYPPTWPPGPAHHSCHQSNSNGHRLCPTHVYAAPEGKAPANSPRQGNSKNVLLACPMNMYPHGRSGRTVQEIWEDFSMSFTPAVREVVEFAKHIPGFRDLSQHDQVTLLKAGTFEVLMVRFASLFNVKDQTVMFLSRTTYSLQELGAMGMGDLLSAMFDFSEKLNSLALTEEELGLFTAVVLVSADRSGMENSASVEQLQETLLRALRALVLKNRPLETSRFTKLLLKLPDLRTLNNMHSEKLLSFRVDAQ
# ASAP1 GAP inh: inhibitors of human ASAP1 ArfGAP activity, primary screen, biochemical, fluorescence polarization; ASAP1-stimulated ARF1 GTP hydrolysis, GDP FP detection; 360,000 compounds, 0.19% hits; inhibition, % at 16.5 µM; Arf-GAP with SH3 domain, ANK repeat and PH domain-containing protein 1 (Homo sapiens), …; in the data active = inhibition above about 25%;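 also: 0% = vehicle with enzyme and substrate and 100% = no enzyme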
# GC-B act: human GC-B receptor activators, primary screen, HEK293 GC-B cells, cGMP TR-FRET, EC30 CNP; activation, % at 10 µM; Atrial natriuretic peptide receptor 2 (Homo sapiens), P20594; 370,000 compounds, 0.11% hits; 0% at EC30 CNP, 100% saturating CNP; AID 1920062, 2024;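 active = activation at 10 µM reaching about 35% in either raw or pattern-adjusted values, limit read from the data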
# NPR1 activator: GC-A stimulated cGMP production enhancers – HEK293 GC-A cells, cGMP TR-FRET, EC30 ANP, primary screen | 370,000 compounds, 0.14% hits | Atrial natriuretic peptide receptor 1 (Homo sapiens), P16066 | activation, % at 10 µM | 0% at EC30 ANP, 100% saturating ANP; in the data active = activation above about 40%
# SMARCA2 act: SMARCA2 (BRM) function activators, primary screen, cell-based, luminescence, high throughput | activation, % at 9.1 µM | 370,000 compounds, 1% hits | MG213 cells, MMTV-luciferase reporter, dexamethasone, overnight; in the data active = activation above about 7.8%;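 also: 0% = vehicle wells and 100% = reference activator wells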
# ARFGAP1 inhibitor: inhibitors of rat ARFGAP1 GAP activity, primary screen, biochemical, fluorescence polarization, GDP tracer. ADP-ribosylation factor GTPase-activating protein 1 (Rattus norvegicus), Q62848. Arfgap1-stimulated ARF1 GTP hydrolysis, GDP FP detection. inhibition, % at 16.5 µM. AID 651572, 2012. 360,000 compounds, 0.26% hits;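 active = inhibition above a per-plate limit, mean inhibition of low control wells plus 3 SD, cut at about 25% in these data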;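 also: 0% = DMSO wells with enzyme and 100% = wells lacking Arfgap1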
#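 System: truncated rat Arfgap1 GAP domain / Medium: HEPES-based buffer, pH 7.5 / Also added: N-terminally truncated human ARF1-GTP substrate / Incubation: enzyme reaction 120 min at 25 °C after 20 min preincubation / Measured by: FP of antibody-bound GDP Alexa 633 tracer, ex 620/em 688 nm / Replicates: singlicate, each compound tested once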
# HTRA1 inh: HTRA1 serine protease inhibitors, primary screen, biochemical, fluorescence polarization, HTS | AID 504803, 2011 | inhibition, % at 5.96 µM | 340,000 compounds, 0.5% hits | recombinant HTRA1, FP-rhodamine activity-based probe | Q92743; in the data active = inhibition above about 36%;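 also: 0% = enzyme with DMSO and 100% = wells lacking enzyme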
# Target sequence (Q92743 whole entry, looked up): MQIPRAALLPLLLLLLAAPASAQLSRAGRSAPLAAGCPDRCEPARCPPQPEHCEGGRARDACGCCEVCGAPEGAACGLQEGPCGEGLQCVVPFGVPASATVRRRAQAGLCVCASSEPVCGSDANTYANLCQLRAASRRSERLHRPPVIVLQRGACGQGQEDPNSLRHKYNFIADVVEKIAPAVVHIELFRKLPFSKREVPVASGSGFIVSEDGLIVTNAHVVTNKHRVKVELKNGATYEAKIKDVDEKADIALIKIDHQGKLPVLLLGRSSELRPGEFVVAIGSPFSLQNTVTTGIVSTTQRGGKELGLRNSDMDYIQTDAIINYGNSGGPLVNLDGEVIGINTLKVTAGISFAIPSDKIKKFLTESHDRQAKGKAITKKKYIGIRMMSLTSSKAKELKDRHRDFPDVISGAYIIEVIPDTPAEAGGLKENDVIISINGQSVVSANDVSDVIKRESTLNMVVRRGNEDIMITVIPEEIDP
# mABHD4 FP: ABHD4 inhibitors, primary screen, biochemical, fluorescence polarization, mouse; purified mABHD4, FP-Rh probe fluorescence polarization; inhibition, % at 8.92 µM; 370,000 compounds, 0.54% hits;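 active = inhibition exceeding the mean over every tested compound plus 3 SD, cut at about 30% in these data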;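 also: 0% = plate median of compound wells and 100% = S159A mutant with DMSO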
#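 Assay system: wild-type mouse ABHD4 protein; compound: single nominal dose of 8.92 µM, 0.89% DMSO final; schedule: 45 min + 60 min at 25 °C; measured by: FP readout, ex 525 nm / em 598 nm; evaluation: % inhibition of FP-Rh probe binding versus controls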
# Numbers without * were called inactive; · = no result given.
nr	compound	rCAG binder	PG9 binder	Rev-erbA mod	ASAP1 GAP inh	GC-B act
1	O=C(COC(=O)c1ccccc1NC(=O)c1ccco1)Nc1ccc2c(c1)OC(F)(F)O2	2.6	2.4	6.5	1.9	0.2
2	CCOC(=O)c1c(CN2CCOCC2)n(-c2ccccc2)c2cc(Br)c(O)cc12	-1.2	2.3	2.4	10.2	-1.7
3	Cc1c(NC(=O)c2ncn[nH]2)cccc1-c1nc2ccccc2s1	4.4	27.2*	10.4	-1.1	-3.5
4	C=CCNC(=O)NC(=O)COC(=O)CNS(=O)(=O)c1ccc(F)c(F)c1F	-3.7	1.9	3.1	-9.1	2.2
5	CCOc1ccc(CCNC(=O)c2cc3ccsc3n2C)cc1OC	1.1	·	-0.9	·	6.0
6	CC1CCCC(C)N1S(=O)(=O)c1ccc(NC(=O)CNCC2CCCO2)cc1 (configuration not stated)	-5.9	2.5	-2.6	5.6	-1.1
7	NC(=O)C1CCN(C(=O)C(Cc2ccccc2)NC(=O)c2ccccc2)CC1 (configuration not stated)	-2.1	0.5	6.0	1.3	0.4
8	c1ccc(CN2CCC3CC2c2cc(N4CCCCC4)ccc23)cc1 (configuration not stated)	-0.8	-2.1	-2.6	1.5	-2.6
9	Cc1coc2c(C)c3oc(=O)c(CCC(=O)N4CCC(C(=O)NCCCC(=O)O)(c5ccccc5)CC4)c(C)c3cc12	26.9	0.0	3.4	-12.5	-2.5
10	O=C(O)CC(CC(=O)O)(C(=O)O)c1ccccc1	-0.9	1.0	5.2	1.5	-1.5

nr	NPR1 activator	SMARCA2 act	ARFGAP1 inhibitor	HTRA1 inh	mABHD4 FP
1	-0.6	1.0	16.0	-6.5	-2.1
2	-11.0	-3.9	5.7	-41.9	-10.2
3	-2.6	-1.0	-7.1	-1.4	7.5
4	4.3	1.5	6.4	3.0	5.3
5	-2.1	-4.9	·	·	-6.0
6	0.8	-2.1	7.0	-0.4	6.3
7	0.7	-2.4	21.2	6.6	-4.5
8	-5.0	-1.7	0.9	2.3	-11.5
9	-0.9	1.4	2.4	0.9	0.0
10	1.8	1.1	3.9	2.3	-5.0

# Other records follow:
nr	compound	rCAG binder	PG9 binder	Rev-erbA mod	ASAP1 GAP inh	GC-B act
11	O=c1[nH]cc(N=Cc2cc(Cl)cc(Cl)c2O)c(=O)[nH]1	0.9	-0.8	-0.7	5.7	5.8
12	COc1ccc(C(CNc2ccc(S(C)(=O)=O)cc2[N+](=O)[O-])N(C)C)cc1OC (configuration not stated)	-1.4	-0.9	7.4	-4.8	1.5
13	O=C(CC1Sc2ncnn2C1=O)Nc1ccc(Br)cc1 (configuration not stated)	13.9	1.2	2.5	0.6	-2.5
14	CCCCC(=O)Nc1ccc(NC(=O)C(C)C)cn1	-3.3	0.2	-2.2	15.0	1.4
15	CC(C)C(C(=O)NC1CCCC1)N1CCC(O)(c2ccc(Cl)cc2)CC1 (configuration not stated)	0.8	-2.1	-0.5	-3.7	2.9
16	COc1cccc(CC(=O)NCC2CCN(C(=O)C(=O)c3cccs3)CC2)c1	1.8	1.3	-0.4	-2.4	7.9
17	Cc1cc(C)cc(NC(=S)N2CCC(c3nc4ccccc4s3)CC2)c1	-6.9	-1.7	4.2	6.8	-2.6
18	COc1ccc2c(c1)C(c1ccc(C)o1)=NNC(c1ccccc1)=N2	9.1	-1.4	-2.1	6.7	-2.4
19	O=S(=O)(Nc1ccc2c(c1)OCCO2)c1cnc[nH]1	-2.7	-0.2	-1.2	0.3	-3.8
20	CC(C)(C)OC(=O)[C@H](Cc1ccccc1)NC(=O)c1[nH]cnc1C(=O)Nc1ccc(Cl)cc1	18.5	-0.9	3.3	13.2	0.4

nr	NPR1 activator	SMARCA2 act	ARFGAP1 inhibitor	HTRA1 inh	mABHD4 FP
11	0.8	-1.9	-2.7	23.3	3.7
12	-0.3	-2.3	3.4	10.5	2.3
13	1.6	0.8	17.2	-26.3	-6.4
14	1.7	4.7	18.1	-2.4	2.4
15	-1.7	0.6	3.8	·	-0.6
16	-1.9	-1.0	6.2	·	-8.5
17	1.7	-2.7	6.6	-27.5	0.8
18	-2.7	4.7	-6.6	-14.2	3.2
19	-0.9	-4.7	4.8	4.2	-2.3
20	-5.0	-1.3	-2.0	-71.3	-97.4

# The results go on:
nr	compound	rCAG binder	PG9 binder	Rev-erbA mod	ASAP1 GAP inh	GC-B act
21	CC(=O)NC(Cc1ccc(F)cc1)C(=O)NC1CCN(C(=O)Nc2ccc(F)cc2)CC1 (configuration not stated)	1.0	0.8	4.2	2.5	5.7
22	CCOC(=O)Cc1csc(NC(=O)COc2ccc(C)c(C)c2)n1	-4.2	-0.4	-6.0	-4.3	-3.0
23	Cc1cc2ccccc2c(=O)n1CC(=O)NCC(=O)N1CCN(c2cccc(Cl)c2)CC1	-1.6	-1.4	6.6	8.4	-6.1
24	Cc1ccc(OCCN(C)C(=O)C2CCC(=O)N(CCCN3CCCC3=O)C2)cc1 (configuration not stated)	-5.7	-2.2	-2.6	-1.5	3.4
25	CC(=O)n1c(=O)c2ccccc2c(=O)n1-c1ccccc1	-0.8	-0.8	-3.5	12.2	1.3
26	Cc1cc(OCC(=O)Nc2ccc(Br)cc2)cc2c1C(=O)CC(C)(C)O2	0.5	1.8	5.7	1.5	-7.3
27	Nc1ccn([C@@H]2O[C@H](CNCc3ccc(N4CCNCC4)cc3)[C@@H](O)[C@H]2O)c(=O)n1	0.5	-0.7	-3.4	6.0	3.6
28	c1ccc(-n2cccc2)c(N2CCCCC2)c1	1.7	-1.3	1.3	7.5	-4.7
29	NC(=O)COC(=O)CC12CC3CC(CC(C3)C1)C2	-2.1	-1.4	·	3.9	·
30	COc1ccc([N+](=O)[O-])cc1NC(=O)C(C)Sc1nc(C)c(C)c(C)n1 (configuration not stated)	0.1	-1.0	1.6	0.6	12.6

nr	NPR1 activator	SMARCA2 act	ARFGAP1 inhibitor	HTRA1 inh	mABHD4 FP
21	-1.1	-2.0	16.9	6.0	-1.9
22	2.0	-3.1	3.9	-4.8	-2.2
23	-12.3	-3.0	5.3	3.0	2.2
24	3.2	1.0	-2.6	3.0	0.4
25	-3.1	-1.9	32.0*	5.3	-1.6
26	-23.3	-7.2	6.1	·	1.8
27	1.5	-5.2	8.0	3.3	2.3
28	4.0	3.2	0.6	·	-1.4
29	·	-2.5	-12.2	-0.3	0.5
30	11.3	-0.8	4.7	0.1	-5.9

# (list continues)
nr	compound	rCAG binder	PG9 binder	Rev-erbA mod	ASAP1 GAP inh	GC-B act
31	CC(C)(C)NC(=O)CN(C(=O)C1CSC(=O)C1)c1ccccc1F (configuration not stated)	-2.1	1.4	-3.7	-6.9	-1.0
32	Cc1cc(F)ccc1S(=O)(=O)Nc1ccc(C(=O)N2CCCCC2)cc1	6.1	0.2	-3.0	1.9	2.7
33	N#Cc1cnc(SCC(=O)N2CCCC2)nc1N	2.8	-1.9	1.3	16.3	-1.0
34	Cc1cccc(NC(=O)CCc2ccccc2)c1C	-0.1	2.5	-0.8	-20.5	4.5
35	N#CC1(C#N)CC(C=O)=C(N)C1(C#N)CC(=O)c1ccc(F)cc1 (configuration not stated)	3.6	-4.2	1.6	-3.7	-0.5
36	O=C(NC1CCC(O)CC1)C1CCN(S(=O)(=O)c2c(Cl)cccc2Cl)CC1 (configuration not stated)	0.8	-1.0	-3.7	-7.9	-2.3
37	C=CCn1c(=O)c2c(nc3n2CC(C)CN3Cc2ccccc2)n(C)c1=O (configuration not stated)	-7.1	-1.7	8.0	-3.4	-3.5
38	COc1ccc(C(C(=O)NC2CCCCC2)N(C(=O)c2sc(C)nc2C)c2ccccc2C)cc1 (configuration not stated)	-3.4	-1.1	-7.4	2.6	-2.8
39	CCC(C)N(C(=O)c1ccc(CNC(=O)c2cccc(Br)c2)cc1)C(C)CC (configuration not stated)	-1.8	·	-5.8	·	8.2
40	COC(=O)N/N=C/c1cc(Cl)cc(Cl)c1OCc1ccccc1F	-0.9	-2.3	4.2	12.5	1.1

nr	NPR1 activator	SMARCA2 act	ARFGAP1 inhibitor	HTRA1 inh	mABHD4 FP
31	-3.4	-4.0	9.2	7.3	-3.2
32	-2.5	-5.4	-5.0	1.6	10.0
33	1.5	-0.5	9.7	-0.8	8.3
34	-0.9	-3.5	6.0	-4.9	-6.3
35	-0.4	1.0	-8.5	-5.6	15.2
36	0.8	2.4	3.6	4.4	-4.5
37	2.7	0.4	12.2	4.3	-3.7
38	-3.2	-3.5	-1.3	-10.2	-7.7
39	-1.9	-6.2	·	·	-5.2
40	-3.2	3.6	5.1	-6.5	2.0

# Going on with the list.
nr	compound	rCAG binder	PG9 binder	Rev-erbA mod	ASAP1 GAP inh	GC-B act
41	CCCCOC(=O)Cn1c2ccc(OC)cc2c2nc3ccccc3nc21	1.0	-2.3	-20.9	2.3	6.8
42	Cc1nnsc1C(=O)N1CCCC(N2CCN(c3cccc(C(F)(F)F)c3)CC2)C1 (configuration not stated)	-6.2	-2.1	8.6	-3.3	0.6
43	CC(=O)Nc1ccc(OC(F)(F)C(F)C(F)(F)F)c(NC(C)=O)c1 (configuration not stated)	-1.4	-1.0	-0.9	12.1	1.1
44	COc1ccc(NC(=O)CCS(=O)(=O)c2cccc3nonc23)cc1Cl	1.9	-2.0	-5.8	-0.7	1.8

nr	NPR1 activator	SMARCA2 act	ARFGAP1 inhibitor	HTRA1 inh	mABHD4 FP
41	5.1	-1.1	3.1	3.4	0.5
42	2.9	-5.6	-6.4	3.5	-3.1
43	-2.5	1.2	-0.5	-7.4	-0.5
44	1.0	0.5	13.3	1.0	-1.5

# Some of the entries so far, screen by screen.
[35] N#CC1(C#N)CC(C=O)=C(N)C1(C#N)CC(=O)c1ccc(F)cc1 (configuration not stated)
[36] O=C(NC1CCC(O)CC1)C1CCN(S(=O)(=O)c2c(Cl)cccc2Cl)CC1 (configuration not stated)
[37] C=CCn1c(=O)c2c(nc3n2CC(C)CN3Cc2ccccc2)n(C)c1=O (configuration not stated)
[38] COc1ccc(C(C(=O)NC2CCCCC2)N(C(=O)c2sc(C)nc2C)c2ccccc2C)cc1 (configuration not stated)

screen / no.	35	36	37	38
rCAG binder	3.6	0.8	-7.1	-3.4
PG9 binder	-4.2	-1.0	-1.7	-1.1
Rev-erbA mod	1.6	-3.7	8.0	-7.4
ASAP1 GAP inh	-3.7	-7.9	-3.4	2.6
GC-B act	-0.5	-2.3	-3.5	-2.8
NPR1 activator	-0.4	0.8	2.7	-3.2
SMARCA2 act	1.0	2.4	0.4	-3.5
ARFGAP1 inhibitor	-8.5	3.6	12.2	-1.3
HTRA1 inh	-5.6	4.4	4.3	-10.2
mABHD4 FP	15.2	-4.5	-3.7	-7.7
